Compound activity (PubChem BioAssay)
Xi reactivation = activators of inactive X chromosome reactivation, primary screen, imaging, XiGFP fibroblasts, GFP high-content imaging, set 2; XiGFP mouse fibroblasts, % GFP-positive cells imaging, 3 d; cells co-treated with 5-aza-dC sensitizer; scaled so ellipticine positive control = 100%; activation, % at 7.58 µM; actives 0.055% (n = 360,000); AID 743238, 2013;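 active = mean normalized replicate activation at least 10% and every replicate at or above 10%; inconclusive = only one of the two criteria met; inactive = mean below 10% and not all replicates reach 10%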;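 also: 0% = median of on-plate neutral control wells and 100% = ellipticine 6 µM median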
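Schedule: 3 d treatment, 15 min room-temperature fixation; system: 68-5-11 XiGFP fibroblast line; buffer or medium: DMEM plus 5-aza-dC sensitizer; control set: ellipticine 6 µM positive control; compound: one concentration, pinned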
DENV2 CPE = inhibitors of DENV2 cytopathic effect, primary screen, cell-based, plate reader, single concentration; AID 651640, 2012; actives 1.7% (n = 350,000); CPE inhibition, % at 9.99 µM; DENV2-infected cells, cytopathic effect rescue; in the data active = CPE inhibition above about 20%, passing the limit was not always enough; inconclusive = no clear call, values can overlap the other calls; tested in BHK-21 cells;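 also: 0% = median of neutral control wells and 100% = median of positive control wells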
INS-1E GSIS act = GLuc luminescence reporter in INS-1E cells, primary screen for activators of glucose-dependent secretion of insulin | INS-1E GLuc reporter insulin secretion, 2-3 h | activation, % at 16.6 µM | actives 0.61% (n = 370,000) | AID 743287, 2014;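 active = lowest replicate activation of at least 40%, so every replicate reaches that level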;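 also: 0% = median of neutral control wells and 100% = median of IBMX positive control wells; some compounds called inactive have numbers as strong as hits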
PAX8 inh HTS = inhibitors of PAX8-driven TPO luciferase reporter, primary screen, RMG-I cells, single concentration; SteadyGlo, 24 h; inhibition, % at 12.6 µM; actives 1.2% (n = 360,000); AID 652154, 2013;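 active = mean replicate inhibition at least 60% with every replicate also reaching 60%; inconclusive = only one of the two criteria is met; inactive = mean below 60% and not all replicates reaching 60%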;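 also: luciferase light reporting Pax8 driven TPO promoter activity; plate controls were median of neutral control wells for no effect and mitoxantrone controls for full effect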
CFTR F508del cor = F508del CFTR correction, initial screen, CFBE line, single point; actives 0.36% (n = 350,000); CFBE cells, YFP halide quenching; stimulated with forskolin plus potentiator P3; % fluorescence drop versus neutral controls; AID 720511, 2013; activity (quench increase), % at 7.58 µM;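 active = mean added fluorescence quench of at least 8% versus neutral control, with both replicates also reaching 8%; inconclusive = only one of the mean or replicate conditions met; inactive = mean below 8% and not both replicates reaching 8%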;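 also: cells transiently co-express mutant CFTR-F508del with the halide-sensitive YFP; corrector assay measuring rescue of mutant channel to the surface after 24 h compound exposure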
EWS-Fli inh = EWS/Fli-driven NR0B1 reporter inhibitors, primary screen, A673 cells, NR0B1 luciferase, luminescence, MLPCN library; viability-normalised; actives 0.67% (n = 350,000); inhibition, % at 12.6 µM;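 active = mean inhibition of at least 50% after viability correction, with every replicate also passing that limit; inconclusive = mean reaches 50% but only one of two replicates passes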;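 also: firefly luciferase signal divided by Alamar Blue viability fluorescence both relative to DMSO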
ARNT TACC3 PPI = disruptors of ARNT/TACC3 protein interaction, primary screen, biochemical, AlphaScreen, single concentration; Transforming acidic coiled-coil-containing protein 3 (Homo sapiens), Q9Y6A5; AlphaScreen His-ARNT PAS-B/GST-TACC3 binding, luminescence; TACC3 fragment carries E629A point mutation; inhibition, % at 9.99 µM; actives 0.66% (n = 390,000); AID 623870, 2012;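 active = mean inhibition of replicates at least 50% and at least half of replicates each reaching 50%; inconclusive = half or more replicates reach 50% but mean below 50%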;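 also: 0% = complete ARNT plus TACC3 wells and 100% = ARNT alone without TACC3; many hits fall short of the cut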
ERp5 block = inhibitors of ERp5-driven insulin aggregation, primary screen, biochemical, turbidity, absorbance 650 nm, single point; Protein disulfide-isomerase A6 (Homo sapiens), Q15084; 90 min; inhibition, % at 9.99 µM; actives 0.05% (n = 350,000);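 active = mean replicate inhibition above about 25%, with every replicate also reaching it, limit read from the data, passing the limit was not always enough; inconclusive = only one of those two criteria met; inactive = neither criterion met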
Target sequence (Q15084 whole entry, looked up): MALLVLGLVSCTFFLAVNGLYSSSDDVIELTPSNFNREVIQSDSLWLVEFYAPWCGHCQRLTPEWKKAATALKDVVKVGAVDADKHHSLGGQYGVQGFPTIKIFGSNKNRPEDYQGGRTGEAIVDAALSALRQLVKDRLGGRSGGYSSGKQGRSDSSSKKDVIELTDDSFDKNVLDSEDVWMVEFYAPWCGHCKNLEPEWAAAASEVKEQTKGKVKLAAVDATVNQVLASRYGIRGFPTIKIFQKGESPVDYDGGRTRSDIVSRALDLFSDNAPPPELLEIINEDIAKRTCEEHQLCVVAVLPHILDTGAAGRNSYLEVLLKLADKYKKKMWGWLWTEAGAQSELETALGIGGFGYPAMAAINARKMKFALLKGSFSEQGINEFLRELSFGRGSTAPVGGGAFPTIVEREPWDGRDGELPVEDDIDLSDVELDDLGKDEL
* hit, by the source's call; ? = inconclusive; . = not tested or not shown.

SMILES	Xi reactivation	DENV2 CPE	INS-1E GSIS act	PAX8 inh HTS	CFTR F508del cor	EWS-Fli inh	ARNT TACC3 PPI	ERp5 block
CN(C)C(=O)c1cccc(-c2ccc3c(c2)[C@@H]2[C@@H](CCN2C(=O)c2cnccn2)[C@H](CO)N3)c1	0.2	-4	-1	-1	-0.5	0	1	9
Cc1ccc(S(=O)c2ccc([N+](=O)[O-])c3nonc23)cc1 (stereo not drawn)	-0.1	8	-37	-1	0.1	6	.	10
O=C(NC1CCC1)[C@@H]1[C@@H](CO)[C@@H]2Cn3c(ccc(-c4ccncc4)c3=O)[C@@H]2N1CCc1ccccc1	0.1	-7	-7	-23	0.4	-4	.	-3
CCN(c1ccccc1)S(=O)(=O)c1ccc2c(c1)OCCO2	0.1	1	-11	9	-2.2	-5	0	-1
Cc1nnc2c(N3CCN(C(=O)c4ccco4)CC3)nc3ccccc3n12	0.0	-6	20	-3	1.7	-13	-4	-1
CC(=O)NC1C(=O)N=C(SCC(=O)NC2CCCCC2)NC1=O (stereo not drawn)	.	11	8	.	1.1	6	-7	1
Cc1noc(C)c1NC(=O)N(C)C[C@@H]1Oc2ccc(NC(=O)Nc3ccc(F)cc3)cc2CC(=O)N([C@@H](C)CO)C[C@H]1C	7.3	1	-5	-6	5.2	-4	-3	8
O=C(NC1c2ccccc2-c2ccccc21)N1CCOCC1	.	0	1	.	-0.3	0	-12	6
CCCOc1ccc(-c2nnn(CC(=O)N3CCCCC3)n2)cc1	-0.1	-2	-56	-2	-1.1	-11	-5	7
COc1ccccc1N1C(=O)c2cccnc2C1=O	0.0	1	1	22	-3.0	8	23	1
CN(C(=O)CN1C(=O)CCSc2ccc(S(=O)(=O)N3CCCC3)cc21)c1ccccc1	0.1	0	-5	-1	2.4	.	4	-6
COc1cccc(CNC(=O)C[C@@H]2CC[C@H]3[C@@H](COc4ccc(NS(=O)(=O)c5ccccc5F)cc4C(=O)N3C)O2)c1	0.0	.	4	-6	4.6	-2	.	.

Single records, as listed above. Screens in order: Xi reactivation | DENV2 CPE | INS-1E GSIS act | PAX8 inh HTS | CFTR F508del cor | EWS-Fli inh | ARNT TACC3 PPI | ERp5 block
CN(C)C(=O)c1cccc(-c2ccc3c(c2)[C@@H]2[C@@H](CCN2C(=O)c2cnccn2)[C@H](CO)N3)c1 reads 0.2 | -4 | -1 | -1 | -0.5 | 0 | 1 | 9
CN(C(=O)CN1C(=O)CCSc2ccc(S(=O)(=O)N3CCCC3)cc21)c1ccccc1 reads 0.1 | 0 | -5 | -1 | 2.4 | . | 4 | -6

The list goes on:
SMILES	Xi reactivation	DENV2 CPE	INS-1E GSIS act	PAX8 inh HTS	CFTR F508del cor	EWS-Fli inh	ARNT TACC3 PPI	ERp5 block
CC1CCCCN1S(=O)(=O)c1ccc(C(=O)N(CCCN(C)C)c2nc3ccc(Br)cc3s2)cc1 (stereo not drawn)	0.0	?	-41	0	-1.8	.	17	2
Cc1ccc(Cn2ncc3c(NN)ncnc32)cc1	0.3	4	-2	17	.	30	66*	4
Cc1noc(C)c1NC(=O)Nc1ccc2c(c1)CC(=O)N([C@H](C)CO)C[C@@H](C)[C@@H](CN(C)Cc1ccc(C(=O)Nc3ccccc3N)cc1)O2	-0.4	-7	4	-8	0.9	11	.	-4
CC(C)C(C(=O)Nc1ccccc1F)N1C(=O)c2ccccc2C1=O (stereo not drawn)	-0.1	0	.	29	0.2	3	0	-3
Cc1ccc(S(=O)(=O)N2CCC(=O)N(CCO)CC2)cc1	0.8	0	1	-1	-3.0	-2	-2	?
CO[C@@H]1CN(C)C(=O)c2ccc(NS(C)(=O)=O)cc2OC[C@@H](C)N(C(=O)C2CCCCC2)C[C@H]1C	-0.4	-4	-4	-11	1.0	-2	-6	-3
O=C(C[C@H]1C[C@@H]2c3cc(NC(=O)NC4CCCCC4)ccc3O[C@@H]2[C@H](CO)O1)NCc1cccnc1	0.0	1	11	-11	-5.8	-2	3	-3
Cc1ccc(C(=O)NNC(=O)CCC(=O)Nc2cccc(Cl)c2C)cc1	0.0	.	6	4	.	.	0	.
Cc1cccc(N(C(=O)c2snc(C(N)=O)c2N)C(C(=O)NC2CCCC2)c2ccc(C)o2)c1 (stereo not drawn)	0.3	5	-1	8	-1.1	9	-4	2
CC(C)NC(=O)Nc1cccc2c1O[C@@H](CN(C)Cc1ccc(C(F)(F)F)cc1)[C@H](C)CN([C@@H](C)CO)C2=O	0.0	-15	-17	.	0.2	8	.	.
Cc1noc(C)c1S(=O)(=O)Nc1ccc2c(c1)C(=O)N([C@@H](C)CO)C[C@@H](C)[C@H](CN(C)Cc1ccccc1)OCCCC[C@@H](C)O2	0.3	-4	-2	5	-0.2	-2	12	2
COc1ccc(NC(=O)Nc2ccc3c(c2)[C@@H]2C[C@H](CC(=O)NCc4ccccn4)O[C@@H](CO)[C@@H]2O3)cc1	0.3	-3	18	3	0.8	-4	-1	2
CC(C)c1ccc2[nH]c3c(c2c1)CCC/C3=N\NC(=O)c1ccncc1	0.3	1	-10	8	-0.9	15	10	-2
Cc1ccc(OCC(=O)N2CCN(S(=O)(=O)c3ccccc3[N+](=O)[O-])CC2)cc1	0.0	5	-17	5	-0.1	8	2	-40
CC(C)(C)c1ccc(C(=O)NNC(=S)NC(=O)c2cccnc2)cc1	0.1	3	-36	-103	2.2	-55	.	2
C[C@H]1CN([C@@H](C)CO)S(=O)(=O)c2ccc(C#Cc3ccccc3)cc2O[C@@H]1CN(C)S(=O)(=O)c1ccccc1F	-1.0	22	11	21	0.0	4	3	-1
CC(=O)N[C@H]1[C@H]([C@H](O)[C@H](O)CO)O[C@](O)(C(=O)O)C[C@@H]1O	-0.1	8	0	1	-4.3	-5	-1	1
COc1ccc(C(=O)O)cc1S(=O)(=O)Nc1ccccc1-c1ccccc1	-0.1	2	-7	1	-2.9	-6	-2	-4
CC(C)CC(=O)NC(=S)Nc1ccc(N2CCN(C(=O)c3cccs3)CC2)cc1	0.0	-11	-18	3	1.1	17	-1	0
CCN(c1ccccc1)S(=O)(=O)c1cccc(C(=O)Nc2ccc(C)cn2)c1	0.4	0	2	2	-1.6	4	0	-5
Cc1cc(C(=O)N2CCC(C(N)=O)CC2)c(C)o1	0.0	-1	.	3	-4.7	2	.	0
Cc1ccc(C(NC(=O)C2CCN(CCOc3ccccc3)CC2)c2ccccn2)cc1 (stereo not drawn)	-0.1	0	.	-3	0.0	-6	.	5
COc1ccc(S(=O)(=O)N2CCN(C(=O)c3cccs3)CC2)cc1OC	.	?	.	.	0.4	16	2	2
CCn1cc(C(=O)O)c(=O)c2cc(F)c(N3CCN(C(=S)NC(=O)c4cccc(F)c4)CC3)cc21	0.0	-6	3	-7	-0.1	14	8	-3

Shown in markdown: 6 of the compounds above.
| SMILES | Xi reactivation | DENV2 CPE | INS-1E GSIS act | PAX8 inh HTS | CFTR F508del cor | EWS-Fli inh | ARNT TACC3 PPI | ERp5 block |
| --- | --- | --- | --- | --- | --- | --- | --- | --- |
| CC(C)c1ccc2[nH]c3c(c2c1)CCC/C3=N\NC(=O)c1ccncc1 | 0.3 | 1 | -10 | 8 | -0.9 | 15 | 10 | -2 |
| Cc1ccc(OCC(=O)N2CCN(S(=O)(=O)c3ccccc3[N+](=O)[O-])CC2)cc1 | 0.0 | 5 | -17 | 5 | -0.1 | 8 | 2 | -40 |
| CC(C)(C)c1ccc(C(=O)NNC(=S)NC(=O)c2cccnc2)cc1 | 0.1 | 3 | -36 | -103 | 2.2 | -55 | . | 2 |
| C[C@H]1CN([C@@H](C)CO)S(=O)(=O)c2ccc(C#Cc3ccccc3)cc2O[C@@H]1CN(C)S(=O)(=O)c1ccccc1F | -1.0 | 22 | 11 | 21 | 0.0 | 4 | 3 | -1 |
| CC(=O)N[C@H]1[C@H]([C@H](O)[C@H](O)CO)O[C@](O)(C(=O)O)C[C@@H]1O | -0.1 | 8 | 0 | 1 | -4.3 | -5 | -1 | 1 |
| COc1ccc(C(=O)O)cc1S(=O)(=O)Nc1ccccc1-c1ccccc1 | -0.1 | 2 | -7 | 1 | -2.9 | -6 | -2 | -4 |

Next results
SMILES	Xi reactivation	DENV2 CPE	INS-1E GSIS act	PAX8 inh HTS	CFTR F508del cor	EWS-Fli inh	ARNT TACC3 PPI	ERp5 block
CCNC(=O)C1(C)CCN(C(=O)c2ccc(OC)cc2OC)C1 (stereo not drawn)	0.2	?	14	18	-3.6	-56	.	4
COc1ccc(S(=O)(=O)N2CCC(C(=O)Nc3cccc(Cl)c3)CC2)cc1OC	.	0	-25	.	-2.7	11	0	0
Cc1cnc(C(=O)N2CCCC(N3CCN(c4cccc(C(F)(F)F)c4)CC3)C2)cn1 (stereo not drawn)	0.0	16	-8	0	-0.6	.	1	0
CCc1ccccc1S(=O)(=O)Cc1ccc(C(=O)NCc2cccs2)o1	-0.1	.	-7	-3	0.2	-11	-39	-1
COc1ccc2c3c([nH]c2c1)[C@@H](CO)N(C(=O)CN(C)C)CC31CCN(Cc2ccncc2)CC1	0.1	2	19	-17	0.4	-11	.	2
COc1ccc(CNc2oc(-c3ccccc3)nc2C#N)cc1	0.4	-2	60	-32	1.3	-29	.	-8
COc1ccc(C(C(=O)NC2CCCC2)N(C(=O)c2ccco2)c2cc3c(cc2C(C)=O)OCO3)cc1 (stereo not drawn)	0.1	-1	-2	8	5.1	6	-1	-1
COc1cccc(C(=O)Nc2ccc3c(c2)C(=O)N(C)[C@H]2CC[C@H](CC(=O)NCC4CC4)O[C@H]2CO3)c1	0.2	1	-3	-9	0.1	-2	5	-1
Cc1ccn2c(c1)nc(=O)c1cc(S(=O)(=O)N3CCCCC3)ccc12	0.0	-1	2	6	-0.5	-3	-6	-1
Cc1ccccc1N(CC(=O)N1CCCCCC1)S(C)(=O)=O	0.0	6	1	13	-1.5	11	-9	2
COCC#Cc1cnc2c(c1)C(=O)N([C@@H](C)CO)C[C@@H](C)[C@H](CN(C)Cc1ccc(F)cc1)O2	-0.9	-7	1	.	-0.1	-4	0	-2
C[C@@H]1CN([C@@H](C)CO)C(=O)c2cc(C#CC3(O)CCCC3)cnc2O[C@@H]1CN(C)S(C)(=O)=O	-1.1	?	15	.	1.2	-9	-6	-5
CN(C)/C=C/C1=C([N+](=O)[O-])C(c2cccc([N+](=O)[O-])c2)NC(=O)N1 (stereo not drawn)	0.1	4	-13	8	2.2	3	23	2
NC(=O)NOCc1c(F)cccc1Cl	0.0	-2	22	-15	-2.0	-4	.	6
C[C@@H]1CN([C@H](C)CO)C(=O)c2cc(NS(=O)(=O)c3cccs3)ccc2O[C@@H](C)CCCCO[C@@H]1CN(C)S(=O)(=O)c1ccccc1	0.0	.	3	-16	1.2	4	0	3
COCc1ccc(C(=O)N2CCCC(CCC(=O)NCc3ccccc3F)C2)o1 (stereo not drawn)	0.3	1	5	8	4.9	32	-1	5

As entered above:
Value of Cc1cnc(C(=O)N2CCCC(N3CCN(c4cccc(C(F)(F)F)c4)CC3)C2)cn1 (stereo not drawn) under INS-1E GSIS act: -8
Value of CC(C)C(C(=O)Nc1ccccc1F)N1C(=O)c2ccccc2C1=O (stereo not drawn) under ARNT TACC3 PPI: 0
